# Assay outcomes (PubChem BioAssay)
# L major viab: Leishmania major promastigote growth inhibition, primary screen; Leishmania major promastigotes, resazurin fluorescence viability; inhibition, % at 10 µM; 200,000 tested, 9% active; in the data active = inhibition above about 50%;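 note: promastigotes grown with compound for 44 hours at 28 °C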
# Diaphorase inh: diaphorase inhibitors and chemical oxidizers, primary screen, counter-screen for diaphorase-coupled primary assays, biochemical, uHTS, resorufin fluorescence; inhibition, % at 20 µM; AID 1217, 2008; diaphorase resazurin-to-resorufin fluorescence, NADH, 16 min; bacterial (C. kluyveri) enzyme, not human; 190,000 tested, 0.69% active;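 active = primary screen inhibition at 20 µM above a set limit, cut at about 50% in these data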;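 note: plate controls were DMSO with full reaction for no effect and wells lacking NADH for full effect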
#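 System: Diaphorase enzyme from Clostridium kluyveri | Amount: Enzyme working solution with 0.14 U/mL diaphorase | Benchmarks: No-NADH positive control and DMSO neutral control | Signal: Fluorescence of resorufin formed from resazurin, Ex 544/Em 590 nm | Schedule: 16-min room-temperature incubation before reading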
# Diaph act CS: compounds boosting diaphorase resazurin reduction – biochemical, uHTS, resorufin fluorescence, counter-screen for diaphorase-coupled primary assays, primary screen | Diaphorase/resazurin coupled assay, 16 min; hits give high values; 1 = vehicle wells, 0 = NADH-free wells | activation factor at 20 µM | 190,000 tested, 0.005% active | AID 1229, 2008;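 active = diaphorase activity raised at least twofold by the compound at 20 µM; inactive = activation factor below 2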
#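 Test system: Clostridium kluyveri diaphorase, purified enzyme. Buffer or medium: 50 mM HEPES pH 7.4 buffer plus MgCl2 and Tween 20. Also added: 0.114 mM NADH and 0.1 mM resazurin, final amounts. Dosing: compound 20 µM once, DMSO 1%. Schedule: 16 min enzyme reaction, ambient temperature. Detection: fluorescence of resorufin, 544 nm excitation, 590 nm emission.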
# TNAP act hiacc: TNAP activators at high phosphate acceptor level, primary screen, biochemical, luminescence, uHTS | Alkaline phosphatase, tissue-nonspecific isozyme (Homo sapiens), P05186 | purified TNAP, CDP-star luminescence, 1 M DEA, 30 min; hits give high values; 0 = EDTA background, 1 = DMSO-only activity | activation factor at 20 µM | 200,000 tested, under 10 active | AID 1136, 2008;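 active = activation factor at least 2 at 20 µM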
# Target sequence (P05186 whole entry, looked up): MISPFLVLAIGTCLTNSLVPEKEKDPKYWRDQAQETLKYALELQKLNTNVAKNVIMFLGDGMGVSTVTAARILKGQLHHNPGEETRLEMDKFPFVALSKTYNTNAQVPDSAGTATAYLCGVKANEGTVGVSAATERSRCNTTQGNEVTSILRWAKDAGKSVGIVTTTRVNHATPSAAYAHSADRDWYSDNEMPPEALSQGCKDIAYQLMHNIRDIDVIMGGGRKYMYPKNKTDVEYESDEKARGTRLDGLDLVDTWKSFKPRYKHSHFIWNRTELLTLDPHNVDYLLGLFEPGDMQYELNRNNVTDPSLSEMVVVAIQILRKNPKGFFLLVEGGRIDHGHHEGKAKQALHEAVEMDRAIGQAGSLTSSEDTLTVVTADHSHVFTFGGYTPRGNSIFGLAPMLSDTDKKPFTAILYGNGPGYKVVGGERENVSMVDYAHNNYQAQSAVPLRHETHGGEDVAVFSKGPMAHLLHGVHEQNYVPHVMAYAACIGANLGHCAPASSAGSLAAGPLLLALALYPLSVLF
#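 Assay system: human TNAP; Input: enzyme diluted 1/800 final; Reagent: CDP-star luminogenic substrate at 100 µM final; Timing: 30 min, room temperature; Signal: luminescence; Evaluation: TNAP activation factor scaled between EDTA and DMSO control wells.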
# PMI act: activators of human PMI, primary screen, biochemical, fluorescence intensity, near-Km mannose 6-phosphate. Mannose-6-phosphate isomerase (Homo sapiens), P34949. purified human PMI, coupled resazurin fluorescence, 20 min; hits give high values; 1 = vehicle control, 0 substrate-free wells. activation factor at 20 µM. 190,000 tested, 0.005% active;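 active = activation factor of 2 or more at 20 µM, relative to plate controls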
# Target sequence (P34949 whole entry, looked up): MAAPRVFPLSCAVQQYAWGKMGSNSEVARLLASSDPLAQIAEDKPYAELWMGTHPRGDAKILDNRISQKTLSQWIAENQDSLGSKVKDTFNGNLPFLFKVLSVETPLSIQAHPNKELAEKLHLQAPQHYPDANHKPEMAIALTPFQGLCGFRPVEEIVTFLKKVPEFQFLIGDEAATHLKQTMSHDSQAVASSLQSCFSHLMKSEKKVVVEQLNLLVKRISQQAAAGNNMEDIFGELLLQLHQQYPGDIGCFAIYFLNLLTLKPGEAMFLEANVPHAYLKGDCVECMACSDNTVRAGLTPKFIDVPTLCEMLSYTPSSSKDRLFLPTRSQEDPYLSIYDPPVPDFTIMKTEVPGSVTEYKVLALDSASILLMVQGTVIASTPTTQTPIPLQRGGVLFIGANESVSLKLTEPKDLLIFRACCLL
# PMI act satM6P: human PMI activators, high substrate, primary screen, biochemical, fluorescence intensity, near-saturating mannose 6-phosphate; Mannose-6-phosphate isomerase (Homo sapiens), P34949; coupled PMI enzyme assay, resazurin fluorescence, 20 min; hits give high values; 1 = untreated enzyme, 0 = substrate-free blank; activation factor at 20 µM; 190,000 tested, 0.34% active;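 active = activation factor of 2 or more at 20 µM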
#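 Material: human phosphomannose isomerase with PGI, G6PDH, diaphorase coupling enzymes / Reagent: Man-6-P substrate 1.0 mM / Dosing: single compound dose of 20 µM, 1% DMSO final / Incubation: enzyme reaction with compound 20 min at room temperature / Signal: resorufin fluorescence (Ex 544/Em 590 nm) from resazurin via diaphorase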
# TNAP inh hi DEA: human TNAP enzyme inhibitors, primary screen, biochemical, luminescent, high phosphate acceptor level, uHTS | inhibition, % at 20 µM | AID 1135, 2008 | 200,000 tested, 0.03% active | purified TNAP, CDP-star luminescence, 1 M DEA | Alkaline phosphatase, tissue-nonspecific isozyme (Homo sapiens), P05186;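 active = over 50% inhibition of tissue-nonspecific alkaline phosphatase at 20 µM in the single-dose screen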;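 note: plate controls were DMSO wells for no effect and EDTA-quenched wells as full inhibition for full effect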
# bIAP inhibitor: bovine intestinal alkaline phosphatase inhibitors, primary screen, selectivity assay for TNAP inhibitor project, biochemical, bovine IAP, CDP-star luminescence | purified bovine IAP, 30 min | alkaline phosphatase, intestinal [Bos taurus] | inhibition, % at 20 µM | 190,000 tested, under 10 active | AID 1019, 2008;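 active = over 50% inhibition of intestinal alkaline phosphatase at 20 µM in the single-dose screen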
#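 test system = bovine IAP enzyme | medium = DEA buffer 100 mM, pH 9.8, with MgCl2 1.0 mM, ZnCl2 0.02 mM | detection = luminescence | dosing = single compound dose of 20 µM, 2% DMSO final | incubation = 30 min reaction at room temperature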
# TNAP inh noacc: human TNAP enzyme inhibitors, primary screen, biochemical, luminescent, no phosphate acceptor, uHTS; Alkaline phosphatase, tissue-nonspecific isozyme (Homo sapiens), P05186; purified TNAP, CDP-star luminescence, 30 min; inhibition, % at 20 µM; 200,000 tested, 0.26% active;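 active = tissue-nonspecific alkaline phosphatase inhibition above about 50% at 20 µM in the single-dose screen, limit read from the data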;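 note: 0% = DMSO negative control and 100% = EDTA positive control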
# bIAP activator: bovine intestinal alkaline phosphatase activators, primary screen, biochemical, bovine IAP, CDP-star luminescence | 200,000 tested, 0.17% active | activation factor at 20 µM | purified bovine IAP, 30 min; hits give high values; fold of DMSO-control signal, blank-subtracted;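 active = activation factor of 2 or more at 20 µM, a signal rise over negative controls twice the positive control's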
# Numbers without * were called inactive; · = not tested or not shown.
SMILES,L major viab,Diaphorase inh,Diaph act CS,TNAP act hiacc,PMI act,PMI act satM6P,TNAP inh hi DEA,bIAP inhibitor,TNAP inh noacc,bIAP activator
Cc1ccc(-c2nc(CS(=O)CC(=O)NCCN3CCCC3)c(C)o2)cc1 (configuration not stated),-2,0,1,1,1.1,1.1,-2,-10,11,1.1
O=S(=O)(Cc1cc(Cl)nc(-c2ccccc2)n1)c1ccccc1,-5,20,0.8,1,0.9,0.8,0,15,-10,0.9
NS(=O)(=O)c1ccc(CCNC(=O)CSc2nc3ccsc3c(=O)n2CCCCCC(=O)O)cc1,-2,8,0.9,1,1.1,1,-2,11,-10,0.9
COc1cccc2c(=O)cc(C)n(CC(=O)Nc3ccc(C)c(C)c3)c12,5,5,1,1,0.9,0.9,-2,-28,-18,1.3
CCCCNC(=O)Nc1ccccc1C(=O)Nc1ccc(OC)cc1,5,10,0.9,1.1,1,1,-8,8,-24,0.9
CCCc1nc(SCc2ccccc2Cl)n[nH]1,1,-1,1,1.1,1,1.1,-5,-18,2,1.2
Cc1ccc(C(=O)N2CCN(c3ccc([N+](=O)[O-])c(NCc4ccco4)c3)CC2)cc1,18,30,0.7,1,0.8,0.6,4,22,0,0.8
CCCCOc1ccc(C(=O)OC(C)CN(C)C)cc1 (configuration not stated),19,9,0.9,1,0.9,0.9,-2,-7,-5,1.1
O=C(/C=C/c1ccc2c(c1)OCO2)Nc1cc(S(=O)(=O)N2CCOCC2)ccc1N1CCOCC1,64*,16,0.8,1,0.9,0.9,1,30,-1,0.7
CC1=C(C)CC(C(=O)Nc2cccc(Cl)c2)C(C(=O)O)C1 (configuration not stated),-16,9,0.9,1,1,1,0,9,-9,0.9
OCCc1ccc(-c2ccc(Cl)cc2)o1,-3,12,0.9,1.1,1,1,-8,13,-16,0.9
COc1ccc(-c2cn(-c3ccc(OC)cc3)c(=S)[nH]2)cc1,-6,15,0.9,1,0.9,1.1,3,3,5,1
COc1cc(C#N)c(NC(=O)CN2CCC(C(N)=O)CC2)cc1OC,2,9,0.9,1,1,1,-1,13,-8,0.9
CCCNS(=O)(=O)c1ccc(CCC(=O)N2CCN(c3ccc(OC)cc3)CC2)cc1,2,1,1,1.1,1,1.1,-7,-6,-8,1.1
COc1ccc(C2=CC(c3ccc(F)cc3)n3nnnc3N2)cc1 (configuration not stated),18,-2,1,1.1,1.2,1.1,-6,10,-12,0.9
COc1ccc(NC(=O)c2cc(-c3ccc(C)o3)nc3ccccc23)cc1OC,20,27,0.7,1,1.1,1.4,2,-2,-4,1
CCCCCCOc1ccc(N2C(=O)CC(N3CCC(C(=O)OCC)CC3)C2=O)cc1 (configuration not stated),19,20,0.8,1,0.9,0.9,0,3,8,1
CCn1cc(CNC(=O)CCSc2nc(-c3ccco3)cc(C(F)(F)F)n2)cn1,7,6,0.9,1.1,1,1.1,-5,8,-8,0.9
COc1ccc(CCNS(=O)(=O)c2ccc(F)cc2)cc1OC,-4,16,0.8,1,1,1,-3,10,-10,0.9
N#CC1=C(N)C(C#N)(C#N)[C@H](c2ccncc2)[C@H]2CC3(CC=C12)OCCO3,1,14,0.9,1.1,1,0.6,-5,8,-11,0.9
O=C(Oc1ccc2c(c1)OCO2)c1ccc(F)cc1Cl,-4,15,0.9,1,0.9,1,-5,3,-11,1
Cc1c(NC(=O)CN2CCN(c3ccc(F)cc3)CC2)c(=O)n(-c2ccccc2)n1C,-8,10,0.9,1.1,1,0.9,-5,4,-9,1
CC(C)(C)C(=O)CSc1nc2ccccc2o1,5,3,1,1,0.9,0.9,2,9,-5,0.9
CCN(CC)S(=O)(=O)c1ccc(N2CCCC2)c(NS(=O)(=O)c2ccccc2)c1,63*,-1,1,1,0.9,1,-4,-1,5,1
CC(=O)Oc1ccc2ccccc2c1C(NC(=O)Cc1ccccc1)c1ccccc1 (configuration not stated),28,16,0.8,1,0.9,0.9,-2,15,-4,0.8
Cc1csc2ncc(C(=O)Nc3cccc(C(F)(F)F)c3)c(=O)n12,·,9,0.9,1.1,0.9,1,-6,7,-10,0.9
Cc1ccc(NC(=S)NCCC2=CCCCC2)cc1,17,7,0.9,1,1,1,5,12,-2,0.9
O=C(O)COCC(=O)Nc1ccc2c(c1)CCC2,-6,5,1,1,0.9,1,-2,0,-7,1
CCC1(C)Cc2c(sc3nnn(CC(=O)Nc4ccc(C)cc4)c(=O)c23)CO1 (configuration not stated),0,14,0.9,1,0.9,0.9,-1,7,-7,0.9
O=C(NCc1ccccn1)c1nc(-c2cccs2)no1,0,6,0.9,1.1,1,1,-6,-15,-38,1.1
COc1ccc(-c2c(NC(C)=O)n(C)c3ccccc3c2=O)cc1,0,18,0.8,1,1,1,-5,7,-13,0.9
CC12COC3(P(=O)(c4ccccc4)c4ccccc4)CC1CCC23CP(=O)(c1ccccc1)c1ccccc1 (configuration not stated),62*,0,1,1.1,1,1,-8,-91,-12,1.9
COc1cccc(NS(=O)(=O)Cc2ccccc2)c1,-3,6,0.9,1.1,1,1.1,-5,5,-3,0.9
CCCc1nc2c(nnn2Cc2ccccc2)c(=O)[nH]1,-1,8,0.9,1,1,1,-1,12,-12,0.9
COc1ccccc1C1N(c2cc(Cl)ccc2OC)C(=O)C2CCCN21 (configuration not stated),-4,16,0.8,1.1,1,1,-9,4,-13,1
Cc1c(Br)c(C(F)(F)F)nn1CC(=O)N1CCCC1,-2,18,0.8,1.1,0.9,1,-8,13,-10,0.9
O=C(Nc1cccc2ccccc12)c1cn(-c2ccccc2)nc1-c1cccs1,37,10,0.9,1,0.9,0.9,-5,-12,-24,1.1
CCOC(=O)c1ccc(NC(=O)Nc2ccccn2)cc1,-2,14,0.9,1.1,1,1,-5,6,-6,0.9
CCN1C(c2ccccc2)=C(c2ccccc2)S/C1=C/C=C1\SC(=S)N(C)C1=O,5,22,0.8,0.9,0.7,0.5,8,19,30,0.8
O=c1cc[nH]c2cc(C(F)(F)F)ccc12,-1,10,0.9,1.1,1.1,1.1,-7,11,-3,0.9

# 6 records drawn at random from those above, as already listed:
SMILES,L major viab,Diaphorase inh,Diaph act CS,TNAP act hiacc,PMI act,PMI act satM6P,TNAP inh hi DEA,bIAP inhibitor,TNAP inh noacc,bIAP activator
CC12COC3(P(=O)(c4ccccc4)c4ccccc4)CC1CCC23CP(=O)(c1ccccc1)c1ccccc1 (configuration not stated),62*,0,1,1.1,1,1,-8,-91,-12,1.9
CCn1cc(CNC(=O)CCSc2nc(-c3ccco3)cc(C(F)(F)F)n2)cn1,7,6,0.9,1.1,1,1.1,-5,8,-8,0.9
CC(=O)Oc1ccc2ccccc2c1C(NC(=O)Cc1ccccc1)c1ccccc1 (configuration not stated),28,16,0.8,1,0.9,0.9,-2,15,-4,0.8
Cc1ccc(NC(=S)NCCC2=CCCCC2)cc1,17,7,0.9,1,1,1,5,12,-2,0.9
COc1cccc2c(=O)cc(C)n(CC(=O)Nc3ccc(C)c(C)c3)c12,5,5,1,1,0.9,0.9,-2,-28,-18,1.3
COc1cccc(NS(=O)(=O)Cc2ccccc2)c1,-3,6,0.9,1.1,1,1.1,-5,5,-3,0.9

# Continued.
SMILES,L major viab,Diaphorase inh,Diaph act CS,TNAP act hiacc,PMI act,PMI act satM6P,TNAP inh hi DEA,bIAP inhibitor,TNAP inh noacc,bIAP activator
COC(=O)c1cc(OC)c(OC)cc1NC(=O)Cn1nnc(-c2ccccc2Cl)n1,-5,28,0.7,1,0.8,0.8,-2,-6,-1,1.1
COCCNC(=O)NC(=O)COC(=O)C1(c2ccc(Cl)cc2)CC1,-6,-2,1,1.1,1.1,1.1,-7,-25,-10,1.3
Cc1ccc(Cl)cc1N1CCN(C(=O)c2cccc3c(=O)c(C)c(-c4ccccc4)oc23)CC1,31,18,0.8,1,1,1,-5,4,-4,1
COc1ccc2[nH]c(N=Nc3ccccc3C)c(O)c2c1,30,4,1,1,1.3,1.3,2,-3,9,1
Cc1ccc(NC(=O)CS(=O)CC(=O)N(c2ccccc2)C(C)C(=O)NC2CCCC2)cc1 (configuration not stated),-5,15,0.9,1.1,1.1,1,-9,-4,-16,1
CCCCn1c(SCC(=O)NCc2ccco2)nc2cc(S(N)(=O)=O)ccc21,0,0,1,1,0.8,0.9,-4,27,-5,0.7
CC(=O)c1cc(NC(=O)c2ccc(C)cc2)c(=O)oc1/C=C/N(C)C,-4,13,0.9,0.9,0.9,1,10,37,18,0.6

# Random draw from the library; about 10% have a hit in one of these screens.
